Screening data deposited in PubChem BioAssay by The Scripps Research Institute Molecular Screening Center.
TEAD-YAP inh – TEAD-YAP interaction inhibition | inhibition, % at 9.12 µM | 640,000 tested, 1.4% active | AID 1259422 | HEK-TIYL cells, TEAD-Gal4/YAP UAS-luciferase luminescence; in the data active means inhibition above about 32%;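 further: 0% = median of test compound wells and 100% = reference inhibitor wells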
FBW7 activator – activators of human E3 ligase FBW7 | Q969H0 | 650,000 tested, 0.13% active | normalized activity (activation), % at 26.1 µM | AlphaScreen FBW7–phospho-cyclin E peptide binding, activator screen; in the data active means normalized activity above about 1.9%;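 further: purified mutant Fbw7 with reduced substrate affinity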
MITF inh – blocks human microphthalmia-associated transcription factor; 650,000 tested, 0.91% active; O75030; inhibition, % at 2.6 µM; AlphaScreen MITF homodimerization, bead proximity signal; AID 1259374; in the data active means inhibition above about 50%;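 further: 0% = vehicle wells with protein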
Target sequence (O75030 whole entry, looked up): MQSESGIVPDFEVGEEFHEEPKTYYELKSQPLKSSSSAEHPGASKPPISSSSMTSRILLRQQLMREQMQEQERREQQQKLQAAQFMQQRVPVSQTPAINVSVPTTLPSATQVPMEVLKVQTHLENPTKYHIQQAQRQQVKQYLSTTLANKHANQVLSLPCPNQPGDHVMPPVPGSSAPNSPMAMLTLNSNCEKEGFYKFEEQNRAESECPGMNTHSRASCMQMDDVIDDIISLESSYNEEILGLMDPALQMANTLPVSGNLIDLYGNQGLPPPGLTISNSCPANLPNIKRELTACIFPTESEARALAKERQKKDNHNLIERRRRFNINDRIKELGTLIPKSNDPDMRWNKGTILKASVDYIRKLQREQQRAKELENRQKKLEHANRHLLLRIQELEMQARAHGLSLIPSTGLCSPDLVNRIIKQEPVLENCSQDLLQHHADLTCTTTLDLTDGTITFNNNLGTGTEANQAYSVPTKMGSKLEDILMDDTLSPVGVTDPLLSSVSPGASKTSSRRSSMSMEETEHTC
GPR151 activ – activators of human GPR151; PathHunter beta-arrestin GPR151 cells, luminescence; AID 1508602; activation, % at 11.2 µM; 650,000 tested, 1% active; Q8TDV0; in the data active means activation above about 4.9%;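 further: 0% = median of compound wells and 100% = cells with positive control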
Target sequence (Q8TDV0 whole entry, looked up): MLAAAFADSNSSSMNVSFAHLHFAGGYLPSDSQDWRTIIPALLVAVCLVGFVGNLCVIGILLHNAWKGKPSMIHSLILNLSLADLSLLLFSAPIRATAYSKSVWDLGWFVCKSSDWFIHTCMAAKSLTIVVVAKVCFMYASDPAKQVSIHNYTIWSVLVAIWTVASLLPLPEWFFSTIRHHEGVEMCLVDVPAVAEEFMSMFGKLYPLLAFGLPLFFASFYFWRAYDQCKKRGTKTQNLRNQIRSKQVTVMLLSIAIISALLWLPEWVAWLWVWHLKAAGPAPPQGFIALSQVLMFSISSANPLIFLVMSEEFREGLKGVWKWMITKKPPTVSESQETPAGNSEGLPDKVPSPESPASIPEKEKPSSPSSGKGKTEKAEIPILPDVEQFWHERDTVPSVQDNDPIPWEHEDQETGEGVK
An asterisk follows results filed as active.

Screening Cc1cc(C)cc(NC(=O)NC2CCN(CC(=O)Nc3cccc(Cl)c3C)CC2)c1 returned TEAD-YAP inh 12, FBW7 activator 0.7, MITF inh 15 and GPR151 activ 0.1.
For CCCn1c(=NC(=O)c2cc(OC)c(OC)c(OC)c2)c(C(=O)OCC)cc2c(=O)n3ccccc3nc21 the results were TEAD-YAP inh 4, FBW7 activator 0.0, MITF inh 4 and GPR151 activ 0.5.
Screening O=C(CSc1nc(Nc2ccc(F)cc2)c2ccccc2n1)NC1CCCCC1 returned TEAD-YAP inh 7, FBW7 activator 0.0, MITF inh 7 and GPR151 activ 2.0.
Screening O=C1c2ccc(F)cc2C(=O)N1c1ccccc1Cl returned TEAD-YAP inh -2, FBW7 activator 0.0, MITF inh -9 and GPR151 activ 1.3.
CCN(CC)C1CC(=O)N(c2ccc(Cl)cc2)C1=O (stereo not drawn) was read as TEAD-YAP inh -8, FBW7 activator -0.1, MITF inh 1 and GPR151 activ -0.4.
`N#C/C(=C\c1cn(CC(=O)N2CCCC2)c2ccccc12)C(=O)NC1CC1` gave TEAD-YAP inh 5, FBW7 activator 0.0, MITF inh 19 and GPR151 activ 0.2.
`CCC1CCc2c(sc(NC(=O)/C=C/c3cccc([N+](=O)[O-])c3)c2C(N)=O)C1` (stereo not drawn) gave TEAD-YAP inh 0, FBW7 activator 0.6, MITF inh 8 and GPR151 activ -0.7.
For CC1CCCC(C)N1/N=C/c1ccc(C(=O)O)cc1 (stereo not drawn) the results were TEAD-YAP inh -7, FBW7 activator -0.2, MITF inh -15 and GPR151 activ -1.6.
`CCn1nnnc1-c1ccc(OC)c(S(=O)(=O)Nc2ccc(C(=O)OC)cc2)c1` gave TEAD-YAP inh -8, FBW7 activator 0.0, MITF inh -9 and GPR151 activ -1.0.
For COc1ccc(NC(=O)c2ccc(C34CC5CC(CC(c6ccccc6)(C5)C3)C4)cc2)cc1 the results were TEAD-YAP inh -2, FBW7 activator -0.1, MITF inh -6 and GPR151 activ -0.1.
`O=C(CCN1CCOCC1)N/N=C/c1ccc(Cl)cc1Cl` gave TEAD-YAP inh 2, FBW7 activator 0.3, MITF inh 22 and GPR151 activ -0.6.
For Cc1c(C(=O)NNC(=S)Nc2ccc(S(N)(=O)=O)cc2)oc2ccccc12 the results were TEAD-YAP inh 3, FBW7 activator -0.2, MITF inh 0 and GPR151 activ 0.0.
`Cc1ccc(S(=O)(=O)NC(=O)N(CCc2ccccc2)c2cnccn2)cc1` gave TEAD-YAP inh 0, FBW7 activator 0.1, MITF inh 10 and GPR151 activ -0.2.
CON1C(=O)C(=O)N(OC)C2(C)CCCCC12 (stereo not drawn) was read as TEAD-YAP inh 2, FBW7 activator 0.0, MITF inh -7 and GPR151 activ -1.0.
Cc1nnc2c(NCC(C)c3ccccc3)nc3ccccc3n12 (stereo not drawn) was read as TEAD-YAP inh 6, FBW7 activator 0.1, MITF inh 6 and GPR151 activ -0.4.
For CCc1ccc(NC(=O)c2cc(S(=O)(=O)N(CC)CC)ccc2F)cc1 the results were TEAD-YAP inh -3, FBW7 activator 0.9, MITF inh 13 and GPR151 activ 2.0.
For Cc1cc(NC(=O)CN2C(=O)CN(C)C2=O)ccc1Br the results were TEAD-YAP inh 7, FBW7 activator 0.0, MITF inh -7 and GPR151 activ -1.5.
For O=S(=O)(c1ccc(-c2csc(=Nc3ccc(F)cc3)n2Cc2ccccc2)cc1)N1CCOCC1 the results were TEAD-YAP inh 8, FBW7 activator 0.0, MITF inh 13 and GPR151 activ 0.8.
`O=C(Nc1ccc(Br)cc1)c1cc(S(=O)(=O)N2CCCC2)ccc1F` gave TEAD-YAP inh -13, FBW7 activator -0.1, MITF inh -5 and GPR151 activ -1.8.
For O=C(COc1ccccc1/C=C\c1[nH]c(=O)[nH]c(=O)c1[N+](=O)[O-])Nc1ccccc1 the results were TEAD-YAP inh -63, FBW7 activator -0.2, MITF inh -3 and GPR151 activ 0.6.
CCC(C(=O)Nc1ccc(C(=O)OC)cc1)c1ccccc1 (stereo not drawn) was read as TEAD-YAP inh -14, FBW7 activator 0.0, MITF inh -2 and GPR151 activ 2.2.
Screening CCc1[nH]nc2c1C1(C(=O)N(CC)c3ccccc31)C(C#N)=C(N)O2 (stereo not drawn) returned TEAD-YAP inh 9, FBW7 activator 0.3, MITF inh 11 and GPR151 activ 3.8.
`c1cncc(-n2cnc(-c3ccnc(Nc4ccc(N5CCOCC5)cc4)c3)n2)c1` gave TEAD-YAP inh -10, FBW7 activator -0.5, MITF inh 29 and GPR151 activ 0.4.
Cc1cc(C)c(C(=O)c2ccc(C(=O)NNC(=O)NC3(c4ccccc4)CC3)cc2)c(C)c1 was read as TEAD-YAP inh 6, FBW7 activator 1.0, MITF inh 8 and GPR151 activ -1.8.
Screening CCc1ccc(-n2c(SCC(=O)NCc3ccco3)nc3n[nH]c(C)c3c2=N)cc1 returned TEAD-YAP inh 5, FBW7 activator 0.1, MITF inh 6 and GPR151 activ -0.6.
Screening Cn1c(=O)c2c(nc(N/N=C\c3cccc(O)c3)n2Cc2ccc(F)cc2)n(C)c1=O returned TEAD-YAP inh 19, FBW7 activator 0.1, MITF inh 10 and GPR151 activ 2.9.
For O=C(COc1ccccc1)Nc1ccccc1Cl the results were TEAD-YAP inh -57, FBW7 activator 0.3, MITF inh 11 and GPR151 activ -1.6.
COc1ccc(-n2cc(-c3ccccc3)c3c(N4CCN(c5ccccc5)CC4)ncnc32)cc1 was read as TEAD-YAP inh -3, FBW7 activator -0.1, MITF inh -2 and GPR151 activ 1.8.
For Cn1ccc(C(=O)NCC2CCC3(CCN(Cc4cn(C)c5ccccc45)CC3)O2)n1 (stereo not drawn) the results were TEAD-YAP inh -13, FBW7 activator 0.0, MITF inh 6 and GPR151 activ 0.1.
Cc1ccnc(NC(=O)Nc2ccccc2Cl)c1 was read as TEAD-YAP inh -49, FBW7 activator -0.1, MITF inh -2 and GPR151 activ -1.5.

Not a retest: nine of the compounds above.
Screening O=C(CSc1nc(Nc2ccc(F)cc2)c2ccccc2n1)NC1CCCCC1 returned TEAD-YAP inh 7, FBW7 activator 0.0, MITF inh 7 and GPR151 activ 2.0.
Screening O=C1c2ccc(F)cc2C(=O)N1c1ccccc1Cl returned TEAD-YAP inh -2, FBW7 activator 0.0, MITF inh -9 and GPR151 activ 1.3.
CCN(CC)C1CC(=O)N(c2ccc(Cl)cc2)C1=O (stereo not drawn) was read as TEAD-YAP inh -8, FBW7 activator -0.1, MITF inh 1 and GPR151 activ -0.4.
`N#C/C(=C\c1cn(CC(=O)N2CCCC2)c2ccccc12)C(=O)NC1CC1` gave TEAD-YAP inh 5, FBW7 activator 0.0, MITF inh 19 and GPR151 activ 0.2.
`CCC1CCc2c(sc(NC(=O)/C=C/c3cccc([N+](=O)[O-])c3)c2C(N)=O)C1` (stereo not drawn) gave TEAD-YAP inh 0, FBW7 activator 0.6, MITF inh 8 and GPR151 activ -0.7.
For CC1CCCC(C)N1/N=C/c1ccc(C(=O)O)cc1 (stereo not drawn) the results were TEAD-YAP inh -7, FBW7 activator -0.2, MITF inh -15 and GPR151 activ -1.6.
`CCn1nnnc1-c1ccc(OC)c(S(=O)(=O)Nc2ccc(C(=O)OC)cc2)c1` gave TEAD-YAP inh -8, FBW7 activator 0.0, MITF inh -9 and GPR151 activ -1.0.
For COc1ccc(NC(=O)c2ccc(C34CC5CC(CC(c6ccccc6)(C5)C3)C4)cc2)cc1 the results were TEAD-YAP inh -2, FBW7 activator -0.1, MITF inh -6 and GPR151 activ -0.1.
`O=C(CCN1CCOCC1)N/N=C/c1ccc(Cl)cc1Cl` gave TEAD-YAP inh 2, FBW7 activator 0.3, MITF inh 22 and GPR151 activ -0.6.

Continuation.
Cc1nc(-c2cncc(-c3cccs3)c2)cc(N2CCCCC2)n1 was read as TEAD-YAP inh -43, FBW7 activator 0.1, MITF inh 1 and GPR151 activ -0.3.
Screening O=C1c2ccccc2NC(c2ccc(Br)cc2)N1c1ccccc1 (stereo not drawn) returned TEAD-YAP inh -5, FBW7 activator 0.1, MITF inh 9 and GPR151 activ -0.8.
CC(=O)N1CCN(c2nc(-c3ccccc3)c3cc(Cl)ccc3n2)CC1 was read as TEAD-YAP inh 3, FBW7 activator 0.1, MITF inh 13 and GPR151 activ 0.9.
`COC(=O)CSCC(=O)Nc1nc2ccccc2s1` gave TEAD-YAP inh -5, FBW7 activator 0.3, MITF inh -5 and GPR151 activ -3.7.
For Cc1ccc(Cn2c(CN3CCCCC3C)nc3c2c(=O)n(C)c(=O)n3C)cc1 (stereo not drawn) the results were TEAD-YAP inh -17, FBW7 activator -0.1, MITF inh 7 and GPR151 activ 1.2.
`O=C1C(Cl)=C(N2CCCCCC2)C(=O)N1c1ccc(Cl)cc1` gave TEAD-YAP inh -6, FBW7 activator 1.2, MITF inh -16 and GPR151 activ 4.7.
O=C(NCCc1ccc(O)cc1)c1cccc(Cl)n1 was read as TEAD-YAP inh 6, FBW7 activator -0.1, MITF inh -8 and GPR151 activ -2.1.
O=C(CSc1ccc2ccccc2n1)Nc1ccc(Cl)cc1 was read as TEAD-YAP inh 4, FBW7 activator 0.1, MITF inh -2 and GPR151 activ 1.4.
Screening CCCCOc1c(Cl)cc(C(=O)O)cc1OC returned TEAD-YAP inh 4, FBW7 activator 0.0, MITF inh 1 and GPR151 activ -0.2.
Screening CCOc1ccc(-n2c(C)c(C(C)=O)c3cc(OC(C)=O)ccc32)cc1 returned TEAD-YAP inh -1, FBW7 activator 0.0, MITF inh -12 and GPR151 activ 5.3*.
Screening CCC1=NN2C(=N)/C(=C/c3cc(Br)ccc3OCCOc3ccc(C)cc3)C(=O)N=C2S1 returned TEAD-YAP inh -40, FBW7 activator -0.1, MITF inh 12 and GPR151 activ 1.0.
For S=c1[nH]nc(-c2ccco2)n1/N=C/C=C/c1ccccc1 the results were TEAD-YAP inh 6, FBW7 activator 0.1, MITF inh 48 and GPR151 activ -0.6.
Screening CCOCCn1cnc2sc(C(=O)Nc3nc4ccccc4s3)c(C)c2c1=O returned TEAD-YAP inh 49*, FBW7 activator -0.1, MITF inh -6 and GPR151 activ -2.4.
For COc1ccc(NC(=O)c2sc(SC)nc2N)cc1 the results were TEAD-YAP inh -69, FBW7 activator 0.1, MITF inh 6 and GPR151 activ -2.8.
COc1ccc(C(=O)NC(C)Cn2nc(C)cc2C)cc1OC1CCN(C(C)=O)CC1 (stereo not drawn) was read as TEAD-YAP inh 3, FBW7 activator -0.1, MITF inh 2 and GPR151 activ -0.2.
CCCCc1c(C)c2cc3c(-c4ccccc4)coc3cc2oc1=O was read as TEAD-YAP inh -3, FBW7 activator 0.0, MITF inh -12 and GPR151 activ 0.1.
`C#CCn1cnc2c(nnn2-c2ccc(C)c(C)c2)c1=O` gave TEAD-YAP inh -21, FBW7 activator -0.1, MITF inh -12 and GPR151 activ -1.0.
Screening O=C1CC(NN2CCCCC2)C(=O)N1c1ccccc1 (stereo not drawn) returned TEAD-YAP inh -24, FBW7 activator -0.1, MITF inh -7 and GPR151 activ -0.5.
Screening O=C(CCN1C(=O)c2ccccc2C1=O)Nc1ccc(-c2nc3ccccc3o2)cc1 returned TEAD-YAP inh -21, FBW7 activator -0.3, MITF inh -5 and GPR151 activ 4.2.
`CCOC(=O)Nc1ccc(OC(C)C)cc1` gave TEAD-YAP inh -52, FBW7 activator -0.1, MITF inh -2 and GPR151 activ 1.5.
`Cn1c(=O)c2c(nc([N+](=O)[O-])n2CCc2ccccc2)n(C)c1=O` gave TEAD-YAP inh -1, FBW7 activator 0.0, MITF inh -3 and GPR151 activ 0.3.
`COc1ccc(Cl)cc1NS(=O)(=O)c1ccc(OC)c(OC)c1` gave TEAD-YAP inh -3, FBW7 activator 0.0, MITF inh 13 and GPR151 activ 0.6.
For O=C(Nc1ccc(F)c(F)c1)c1cccc(C(=O)Nc2ccc(F)c(F)c2)c1 the results were TEAD-YAP inh -7, FBW7 activator 0.0, MITF inh -24 and GPR151 activ -1.3.
Cc1nnc(NC(=O)CSc2nccn2Cc2ccccc2)s1 was read as TEAD-YAP inh -10, FBW7 activator -0.1, MITF inh -5 and GPR151 activ -0.2.
For O=[N+]([O-])c1ccc(-c2ccc(S(=O)(=O)NCCN3CCCC3)cc2)cc1 the results were TEAD-YAP inh 18, FBW7 activator -0.1, MITF inh -1 and GPR151 activ -0.1.
For CC1CCCCN1C(=O)c1ccc(S(=O)(=O)c2cccc(Cl)c2)c([N+](=O)[O-])c1 (stereo not drawn) the results were TEAD-YAP inh 38*, FBW7 activator 0.1, MITF inh 3 and GPR151 activ -0.4.
`O=C(NCc1cccnc1)c1ccc2nc(-c3ccccc3)sc2c1` gave TEAD-YAP inh -23, FBW7 activator -0.4, MITF inh 2 and GPR151 activ -1.3.
Screening CN(C(=O)c1cn(-c2ccc(F)cc2F)c(=O)c2ccccc12)C1CCCCC1 returned TEAD-YAP inh -3, FBW7 activator 0.0, MITF inh -4 and GPR151 activ 0.2.
`CC1CC(C)(C)NC(=S)N1CCC(=O)NCc1ccccc1` (stereo not drawn) gave TEAD-YAP inh 5, FBW7 activator 0.0, MITF inh 5 and GPR151 activ -0.2.
Screening CC1=C(C(=O)Nc2ccc(Cl)cc2)C2(CCCCC2)OC1=O returned TEAD-YAP inh -1, FBW7 activator -0.1, MITF inh 10 and GPR151 activ 0.2.
Screening O=c1c2oc3ccccc3c2ncn1Cc1ccc(Br)cc1 returned TEAD-YAP inh -5, FBW7 activator 0.0, MITF inh -2 and GPR151 activ 1.6.
Screening Cc1csc2ncc(C(=O)Nc3ccccc3F)c(=O)n12 returned TEAD-YAP inh -38, FBW7 activator -0.2, MITF inh -4 and GPR151 activ -0.1.
CC(C)NC(=O)C1CCN(S(C)(=O)=O)CC1 was read as TEAD-YAP inh -1, FBW7 activator 0.4, MITF inh 9 and GPR151 activ -0.4.
